Assay outcomes as filed in PubChem.
SMN2 splice enh: qHTS Assay for Enhancers of SMN2 Splice Variant Expression. HEK293 SMN2-luciferase splicing reporter, luminescence, 30-36 h. Potency, µM (highest dose often 46.1 µM), for the others: at the highest dose activity change, positive = activation, most hits filed as activators. 210,000 compounds, 2.8% hits. AID 1458, 2008; further: potency means the concentration at half of the fitted maximal effect; % of control where 0% means no effect; nearly all actives have a fitted effect of over 55% in size
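HEK293 cells carry an SMN2 minigene-luciferase reporter in which exon 7 inclusion puts luciferase in frame. Cells were seeded at 2000 cells/well, attached for 10-12 hours, then exposed to compounds for 30-36 hours at 37C before ONE-Glo luminescence.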
HTT aggregate: qHTS Multiplex Assay to Identify Dual Action Probes in a Cell Model of Huntington: Aggregate Formation (GFP). AID 1688, 2009. Potency, µM (titrated, usually from 46.1 µM), for inactives: at the top dose activity change, negative = inhibition, hits mostly inhibitors. PC12 HttQ103-GFP aggregates, Acumen cytometry, 40 h. 220,000 compounds, 1.1% hits; further: potency means the concentration at half of the fitted maximal effect; on the % scale 0 is the no-effect control and ±100 the full control effect; nearly all actives have a fitted effect of over 60% in size
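Ecdysone-promoter PC12 model expressing HTT exon 1 Q103 fused to GFP, induced by tebufenozide at 100 nM final. Compounds titrated; aggregates sized 1–25 µm scored on a 488 nm laser cytometer.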
Luc counter: Counterscreen for Luciferase (Kinase-Glo TM) Inhibition. Luciferin 4-monooxygenase (Photuris pensylvanica), Q27757. Kinase-Glo luciferase, ATP luminescence, 8 min. Potency, µM (doses to about 38.3 µM), inactives show top-dose activity change, negative = inhibition, hits mostly inhibitors. 200,000 compounds, 0.28% hits. AID 1379, 2008; further: potency means the concentration at half of the fitted maximal effect; on the % scale 0 is the no-effect control and ±100 the full control effect; nearly all actives have a fitted effect of over 60% in size
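Light output from Kinase-Glo luciferase with luciferin and 10 uM ATP in 50 mM imidazole pH 7.2, KCl, MgCl2, Tween 20, BSA; compound pin-delivered, 8-min ambient incubation, then luminescence read.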
CBFb RUNX1 block: qHTS Assay for Compounds Blocking the Interaction Between CBF-beta and RUNX1 for the Treatment of Acute Myeloid Leukemia | AlphaScreen CBFb-His/RUNX1-biotin binding, biochemical | Potency, µM (series often up to 59.8 µM), inactives show at the highest dose activity, negative = inhibition, most hits filed as inhibitors | 230,000 tested, under 10 active; further: % of control where 0% means no effect
Target sequence (Q01196 whole entry, looked up): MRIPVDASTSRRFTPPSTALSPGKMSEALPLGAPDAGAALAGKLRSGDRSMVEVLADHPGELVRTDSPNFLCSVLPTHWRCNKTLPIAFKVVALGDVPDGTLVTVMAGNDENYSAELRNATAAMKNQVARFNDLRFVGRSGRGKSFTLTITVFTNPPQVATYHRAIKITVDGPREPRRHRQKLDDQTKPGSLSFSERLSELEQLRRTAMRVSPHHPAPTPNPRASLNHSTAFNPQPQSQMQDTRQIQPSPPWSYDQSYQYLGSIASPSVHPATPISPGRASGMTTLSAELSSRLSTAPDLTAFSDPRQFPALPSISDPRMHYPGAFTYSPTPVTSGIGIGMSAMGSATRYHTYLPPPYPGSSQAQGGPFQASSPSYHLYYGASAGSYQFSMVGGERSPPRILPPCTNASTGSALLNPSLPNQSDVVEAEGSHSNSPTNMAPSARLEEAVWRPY
Target sequence (Q13951 whole entry, looked up): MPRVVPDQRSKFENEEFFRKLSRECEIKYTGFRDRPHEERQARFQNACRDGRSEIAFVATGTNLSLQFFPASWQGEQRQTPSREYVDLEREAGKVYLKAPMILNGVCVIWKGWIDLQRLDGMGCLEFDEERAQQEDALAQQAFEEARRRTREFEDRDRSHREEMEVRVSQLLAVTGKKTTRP
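His-tagged CBF-beta and biotinylated RUNX1 (30 nM each) were premixed 20 min at room temperature, exposed to compound for 15 min, then given nickel-chelate and streptavidin AlphaScreen beads (50 ng each). After 90 min, AlphaScreen signal was read.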
HTT cytoprotect: qHTS Multiplex Assay to Identify Dual Action Probes in a Cell Model of Huntington: Cytoprotection (ATP) | 230,000 compounds, 0.14% hits | PC12 HTT-Q103 induced, cytoprotection, ATP luminescence, 40 h | Potency, µM (doses to about 56.4 µM), inactives show cytoprotection (ATP increase), actives largely listed as activators | AID 1471, 2008;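 further: potency means the concentration at half of the fitted maximal effect; % of control where 0% means no effect; nearly all actives have a fitted effect of over 45% in size; toxic huntingtin expression switched on by the ecdysone agonist tebufenozide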
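Stable PC12 Q103-GFP cells in serum-supplemented, phenol red-free DMEM; induction by tebufenozide at 100 nM final; compound dose series; cell viability quantified luminescently from ATP.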
LMNA splice mod: qHTS Assay for Modulators of Lamin A Splicing. HeLa LMNA splicing GFP/RFP minigene ratio, 48 h. Potency, µM (titrated, usually from 46.1 µM), for the others: top-dose ratio change, negative = inhibition, actives largely listed as inhibitors. 200,000 compounds, 0.01% hits. AID 1487, 2009; active means well fitted inhibition curve with a large enough effect in the signal ratio, with a control signal flat, not every such curve was filed as active; inconclusive means small, poorly fitted or top-dose-only effect, or effect the other way, or a change in a side signal; the % refers to the signal ratio; further: potency means the concentration at half of the fitted maximal effect; on the % scale 0 is the no-effect control and ±100 the full control effect
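S3 HeLa cells stably expressing lamin A-EGFP splicing minigene plus DsRed2, 600 cells/well, 48 h compound exposure at 37C. Laser-scanning cytometry; analysed as GFP (500-530 nm)/RFP (575-640 nm) total intensity ratio; 0.5% DMSO vehicle.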
IMPase Li inh: qHTS Assay for Identifying the Cell-Membrane Permeable IMPase Inhibitors: Potentiation with Lithium. AID 1457, 2008. 210,000 compounds, 0.35% hits. Potency, µM (doses to about 59.4 µM), without a hit: at the highest dose activity, negative = IMPase inhibition, most hits filed as inhibitors. CHO-M1 cells, IP1 TR-FRET (IP-One), carbachol + lithium;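 further: IP1 builds up when IMPase is blocked and the TR-FRET signal falls; potency means the concentration at half of the fitted maximal effect; plate controls were basal vehicle for no effect and high inhibitor control for full effect; nearly all actives have a fitted effect of over 50% in size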
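CHO cells stably expressing M1 receptor (2000/well) were cultured 16–30 h, then exposed to compounds with a small lithium addition for 30 min at 37C. IP1 was measured by TR-FRET competition; AC50 from Hill fits.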
Numbers without * were called inactive; ? = inconclusive; nt = no result given; & = joins results of further samples; [ ] = remark or other dose. Unless noted, the call rests on the fitted dose curve; in most records, active means well fitted curve in the direction sought with a large enough effect; inconclusive means small, poorly fitted or top-dose-only effect, or another doubt; inactive means no such curve, though single readings can be large; an effect the other way counts as inactive or inconclusive.

SMILES | SMN2 splice enh | HTT aggregate | Luc counter | CBFb RUNX1 block | HTT cytoprotect | LMNA splice mod | IMPase Li inh
O=C(Nc1nc2c(cc3c4c(cccc42)CC3)s1)c1ccccc1Cl | 2% | 12% | 0% | 18% | 10%[1.9 µM] | 0% | 9%
O=C(O)c1cccc(NC(=S)NC(NC(=O)c2ccco2)C(Cl)(Cl)Cl)c1 (stereo not given) | nt | -16%[9.22 µM] | nt | 0% | 12%[10 µM] | nt | nt
COc1ccccc1C1C(C#N)=C(N)Oc2c1oc(CO)cc2=O (stereo not given) | nt | -18%[9.22 µM] | -2% | -5% | -21%[10 µM] | -24%[46 µM] | 8%
COc1ccc(C(c2nnnn2CCc2ccccc2)N2CCN(C3CCCC3)CC2)cc1OC (stereo not given) | nt | 1% | nt | 3% | -3% | 5% | nt
O=P(O)(CCCCP(=O)(O)CCc1ccccc1)CCc1ccccc1 | 0% | -6% | -1% | 5% | -12% | 1% | 11%[38.3 µM]
CC(=O)OCC1OC(c2ccccc2)C(OC(C)=O)C(OC(C)=O)C1OC(C)=O (stereo not given) | -4% | -2% | 3% | 9% | 15%[10 µM] | -16% | 16%[38.3 µM]
COc1cccc2cc(C(=O)Nc3ccc(S(=O)(=O)NCC4CCCO4)cc3)c(=O)oc12 (stereo not given) | nt | -20%[9.22 µM] | nt | 2% | -3%[10 µM] | nt | nt
O=C(c1sc2cc([N+](=O)[O-])ccc2c1Cl)N1CCCCC1 | -5%[1.84 µM] | -26% | -1% | -11% | -6%[10 µM] | -32% | 9%
CSc1nc2nccc(-c3ccc(Cl)cc3)n2n1 | -12% | 3% | 15% | 5% | -3% | 5% | -13%[38.3 µM]
COc1ccc(-c2c(-c3ccc(OCC(=O)NN)cc3O)n[nH]c2C)cc1 | nt | 0%[9.22 µM] | nt | -17% | 15%[10 µM] | nt | nt

For convenience, some entries already given.
SMILES | SMN2 splice enh | HTT aggregate | Luc counter | CBFb RUNX1 block | HTT cytoprotect | LMNA splice mod | IMPase Li inh
COc1ccccc1C1C(C#N)=C(N)Oc2c1oc(CO)cc2=O (stereo not given) | nt | -18%[9.22 µM] | -2% | -5% | -21%[10 µM] | -24%[46 µM] | 8%
COc1ccc(C(c2nnnn2CCc2ccccc2)N2CCN(C3CCCC3)CC2)cc1OC (stereo not given) | nt | 1% | nt | 3% | -3% | 5% | nt
O=P(O)(CCCCP(=O)(O)CCc1ccccc1)CCc1ccccc1 | 0% | -6% | -1% | 5% | -12% | 1% | 11%[38.3 µM]
CC(=O)OCC1OC(c2ccccc2)C(OC(C)=O)C(OC(C)=O)C1OC(C)=O (stereo not given) | -4% | -2% | 3% | 9% | 15%[10 µM] | -16% | 16%[38.3 µM]

Remaining list, next part:
SMILES | SMN2 splice enh | HTT aggregate | Luc counter | CBFb RUNX1 block | HTT cytoprotect | LMNA splice mod | IMPase Li inh
Cc1ccc(CSCC(=O)N/N=C/c2cccc(OC3CSC3)c2)cc1 | 7%[1.84 µM] | 5% | -1% | 2% | 24%[10 µM] | 3% | 7%
COc1ccc(OC)c(-n2c(-c3ccc(C)cc3)n[nH]c2=S)c1 | -8% | 23% | -8% | 3% | -22% | 3% | -19%[38.3 µM]
CN(C)c1ccc(/C=N/NS(=O)(=O)c2ccc(Br)cc2)cc1 | nt | 34%[9.22 µM] | nt | -12% | 3%[10 µM] | nt | nt
CCOC(=O)c1cnn2c(C(F)F)cc(C3CC3)nc12 | -2% | -9% | 1% | 7% | 2%[0.074 µM] | -11% | -1%
COc1ccc(NC(=O)Nc2c(C)n(-c3ccccc3)c(=O)n2C)cc1OC | -7% | 9% | -9% | 4% | -12%[0.074 µM] | 2% | -7%[38.3 µM]
C[n+]1cccc(C2C(C#N)=C(N)Oc3c2ccc2ccccc32)c1 (stereo not given) | nt | -7%[9.22 µM] | nt | 11% | -7%[10 µM] | nt | nt
CC(C)(C)NC(=O)C(c1ccncc1)N(C(=O)C1CSC(=O)C1)c1ccccc1 (stereo not given) | nt | 7%[9.22 µM] | 0% | -3% | 3%[10 µM] | ? | 1%
Cc1c(C(=O)NCc2ccc3c(c2)OCO3)cccc1[N+](=O)[O-] | -4% | -10% | -3% | -15% | -14%[10 µM] | -2% | -1%
O=C(NC1CCN(C(=O)N2c3ccccc3Sc3ccccc32)CC1)c1ccco1 | -33%[inhibitor] | ? | -2% | -6% | 6%[10 µM] | ? | 4%[38.3 µM]
O=C(Cn1nnc2ccccc2c1=O)N[C@H](C(=O)O)c1ccccc1 | nt | -12%[9.22 µM] | nt | 9% | 3%[10 µM] | nt | nt
Cc1cc(O)ccc1NC(=O)c1ccccc1 | 2% | 0% | 0% | 3% | -57% | -3% | -4%[38.3 µM]
COc1ccc(C=O)cc1Cn1ccnc1C | nt | -5%[9.22 µM] | -8% | -9% | 2%[10 µM] | nt | -1%
CC(C)Sc1nc(N2CCOCC2)c2c(c1C#N)CC(C)(C)SC2 | -4% | -2% | -2% | 3% | -27%[10 µM] | -14% | -12%[38.3 µM]
Cc1nc(-c2nnc(-c3ccccc3)o2)c(C(F)(F)F)o1 | nt | 1%[9.22 µM] | nt | 5% | -6%[10 µM] | nt | nt
COc1ccc(N(C(=O)c2cccnc2)S(=O)(=O)c2ccccc2)cc1 | nt | 22% | 6% | 10% | -23% | nt | 13%
COC(=O)c1ccc(C2/C(=C(\O)c3ccc(OC)c(C)c3)C(=O)C(=O)N2c2cc(C)on2)cc1 (stereo not given) | nt | 24% | nt | -8% | -16% | -6% | nt
CCOC(=O)C1=C(CSc2nccn2C)NC(=O)NC1c1ccc(OC)cc1 (stereo not given) | -3% | -6% | 17% | -2% | -1% | 3% | 15%[38.3 µM]
COc1ccc(-c2ccc(=O)n(CC(=O)Nc3nnc(C(C)C)s3)n2)cc1OC | 4% | 12% | 6% | 4% | 0% | 13% | -15%[38.3 µM]
O=S(=O)(Nc1nc2ccccc2s1)c1ccc(Cl)s1 | -8% | ? | 2% | 1% | 14% | ? | 2%[38.3 µM]
COc1ccc(Br)cc1S(=O)(=O)N1CCOCC1 | -3% | -11% | -5% | 0% | 2%[1.9 µM] | -5% | -8%[38.3 µM]
COc1cc2[nH]c(=O)n(CCC(=O)N3CCc4ccccc4C3)c(=O)c2cc1OC | -1% | 13% | -2% | -3% | 24% | 4% | 61%[activator][38.3 µM]
CN(CC(=O)NCCc1ccc(S(N)(=O)=O)cc1)c1ccccc1 | -3% | 19% | 0% | 11% | 18%[10 µM] | 1%[46 µM] | -3%
Cc1ccc(NC(=O)C2CC(Cl)=CCC2C(=O)O)c([N+](=O)[O-])c1 (stereo not given) | nt | -13%[9.22 µM] | -1% | 10% | 0%[10 µM] | -1%[46 µM] | 3%
CC1(C)Cc2ccccc2-c2nnc(SCc3ccccc3)n21 | -9% | ? | -2% | 9% | 40%[10 µM] | -9% | 4%
Cc1ccc(/C=N\NC(=O)/C(=C\Nc2nccc(C)n2)NC(=O)c2ccccc2)cc1 | nt | 12%[9.22 µM] | nt | 8% | -3%[10 µM] | nt | nt
CCCOCCOC(=O)c1[nH]c2c(c1C)C(=O)CC(c1cc(OC)ccc1OC)C2 (stereo not given) | -34%[inhibitor] | ? | -2% | -2% | -38%[inhibitor] | ? | 19%
Cc1ccc(CC(=O)Nc2ccc([N+](=O)[O-])cc2C)cc1 | 3% | 6% | 1% | 20% | nt | nt | 6%
c1ccc(Nc2nc(N3CCCCC3)nc(N3CCNCC3)n2)cc1 | -1% | -15% | -7% | 4% | -78%[inhibitor] | 7% | 1%[38.3 µM]
CCCCOCCCNC(=S)Nc1ccc(S(=O)(=O)N2CCOCC2)cc1 | nt | 8%[9.22 µM] | nt | 7% | 2%[10 µM] | nt | nt
COc1ccccc1N1CCN(C(c2cccs2)c2nnnn2C2CCCC2)CC1 (stereo not given) | 23% | -17% | 0% | -3% | -1%[10 µM] | 2% | 31%[activator][38.3 µM]
O=C1CC(c2ccccc2)CC(O)=C1C=NCc1ccccc1 (stereo not given) | 2% | 8% | 1% | 4% | -1% | 0% | -5%[38.3 µM]
CCOC(=O)C(=CNCC(=O)O)C(=O)OCC | ? | -2% | -3% | 1% | -28% | 14% | 0%[38.3 µM]
O=C(COC(=O)c1ccccc1SCC(=O)NC1CCS(=O)(=O)C1)NC1CCS(=O)(=O)C1 (stereo not given) | 4% | 20%[9.22 µM] | -1% | 1% | -8% | 29%[46 µM] | 3%
CCCCN(C)CCNC(=O)c1ccc(Cn2c(=S)[nH]c3ccc(Br)cc3c2=O)cc1 | -15% | -25% | -1% | -3% | -149%[inhibitor] | nt | 8%
CCN(CC)CCNC(=O)Cc1nn(CC)c(=O)c2ccccc12 | -13% | -9% | 2% | 2% | -10%[10 µM] | 0% | -3%[38.3 µM]
O=C(Cc1c(F)cccc1Cl)Nc1ccon1 | 9% | -2% | 2% | 10% | 12% | 12% | 26%[38.3 µM]
CCc1nnc(NC(=O)CN2CCN(C(=O)c3ccccc3)CC2)s1 | nt | -3%[9.22 µM] | -1% | 2% | -6%[10 µM] | -14%[46 µM] | 1%
COc1ccc(-c2nc(-c3ccccc3)c(NC(C)(C)C)o2)cc1 | -7%&3% | nt | 1%&0% | -12%&-7% | ? | nt | 19%&9%
Cc1cc(C)c2nc(C(F)(F)F)c(C#N)c(N)c2c1 | -16% | 5.6µM* | -3% | -5% | 37%[10 µM] | ? | 10%[38.3 µM]
Oc1ccc(C[C@@H]2CNC(=S)N2CCCCC2CCCCC2)cc1 | nt | 12%[9.22 µM] | nt | 11% | 24%[10 µM] | nt | 8%
O=C(Oc1ccccc1)N1CCC[C@@]2(CCN(c3ccccc3)C2)C1 | -21% | nt | 0% | nt | 1% | nt | 3%
COc1ccc(NC(=O)c2cccc(-n3c(C)ccc3C)c2)c(OC)c1 | ? | 30% | 0% | -3% | nt | 3% | 1%
COc1ccc(C(=O)CSc2nc3ncccc3[nH]2)cc1OC | nt | 5%[9.22 µM] | nt | 7% | -9%[10 µM] | nt | nt
